LYP act: LYP phosphatase activators, primary screen, biochemical, DiFMUP fluorescence, 2 µM; recombinant LYP; 0 = plate median, 100 = signal doubled; activation, % at 2 µM; 96,000 tested, 0.11% active;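 active = activation at 2 µM above a set limit, the mean plus 5 SD, cut at about 37% in these data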
CYP2C9 inh: blockers of cytochrome P450 2C9 activity – biochemical, luminescence, ADME assay, primary screen. P11712. CYP2C9 Supersomes, luciferin-H conversion. inhibition, % at 5 µM. 96,000 tested, 20% active. AID 777, 2007;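 active = blocking of liver enzyme CYP2C9 beyond about 50% at 5 µM, limit read from the data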; also: values of inactives mirror those of a sister screen read the other way
Target sequence (P11712 whole entry, looked up): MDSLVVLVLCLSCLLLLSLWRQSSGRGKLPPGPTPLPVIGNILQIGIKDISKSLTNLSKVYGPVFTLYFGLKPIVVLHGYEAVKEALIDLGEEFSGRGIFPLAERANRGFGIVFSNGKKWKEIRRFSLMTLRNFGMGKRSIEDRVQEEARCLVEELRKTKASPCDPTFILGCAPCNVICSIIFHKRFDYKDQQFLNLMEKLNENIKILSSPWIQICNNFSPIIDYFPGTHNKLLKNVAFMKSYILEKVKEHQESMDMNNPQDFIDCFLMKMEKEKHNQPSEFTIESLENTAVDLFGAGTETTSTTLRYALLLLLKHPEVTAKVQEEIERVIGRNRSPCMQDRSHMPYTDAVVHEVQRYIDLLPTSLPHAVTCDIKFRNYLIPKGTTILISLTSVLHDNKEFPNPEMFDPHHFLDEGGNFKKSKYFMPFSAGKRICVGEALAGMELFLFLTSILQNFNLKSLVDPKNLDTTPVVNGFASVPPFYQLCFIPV
EphB4 ephrin blk: EphB4-ephrin-B2 interaction antagonists, primary screen, biochemical, TNYL-RAW peptide probe, fluorescence polarization. Ephrin type-B receptor 4 (Homo sapiens), P54760. inhibition, % at 7 µM. 97,000 tested, 0.15% active. EphB4 LBD / TNYL-RAW-Alexa532 peptide;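 active = inhibition above the screen-wide mean inhibition plus 3 SD, cut at about 15% in these data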;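 also: 0% = DMSO wells and 100% = excess unlabeled TNYL-RAW peptide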
PLK1 PBD inh: Plk1 polo box domain binding inhibitors, primary screen, biochemical, fluorescence polarization | 97,000 tested, 0.13% active | inhibition, %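 (tested at about 20 µM)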 | Serine/threonine-protein kinase PLK1 (Homo sapiens), P53350 | Plk1 PBD phosphopeptide binding; in the data active = inhibition above about 34%, passing the limit was not always enough
PTPN22 inh 2: PTPN22 phosphatase inhibitors, primary screen, biochemical, DiFMUP fluorescence, 2 µM | Tyrosine-protein phosphatase non-receptor type 22 (Homo sapiens), Q9Y2R2 | recombinant LYP catalytic domain | 96,000 tested, 0.21% active | inhibition, % at 2 µM;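 active = inhibition at 2 µM at or above a set limit, the screen mean plus 3 SD, cut at about 24% in these data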;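 also: 0% = DMSO with enzyme and 100% = enzyme fully blocked by orthovanadate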
CYP2C9 activ: human CYP2C9 activators, primary screen, biochemical, luminescence. Cytochrome P450 2C9 (Homo sapiens), P11712. recombinant CYP2C9, luciferin-H conversion; active compounds read high; factor 1 = untreated enzyme, 0 = blocked. activation factor at 5 µM. 96,000 tested, 1.4% active. AID 1024, 2008;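 active = activation factor of 2 or more for CYP2C9 at a 5 µM dose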;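 also: 0 = sulfaphenazole-blocked wells and 1 = vehicle-only wells; values of inactives mirror those of a sister screen read the other way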
Calb biofilm kill: clotrimazole potentiators killing Candida biofilms, primary screen, with clotrimazole, Alamar Blue; C. albicans biofilm + clotrimazole; inhibition, % at 6 µM; 85,000 tested, 0.14% active;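 active = inhibition above 20%; inactive = inhibition below 20%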;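 also: preformed 24 hr biofilms exposed to compound for 48 hr; 0% = biofilm without compound and 100% = blank killed by clotrimazole plus chlorhexidine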
PLK1 kinase inh: human PLK1 kinase inhibitors, primary screen, biochemical, TR-FRET; Serine/threonine-protein kinase PLK1 (Homo sapiens), P53350; recombinant PLK1 kinase, TR-FRET peptide phosphorylation; inhibition, % at 10 µM; 97,000 tested, 0.53% active;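 active = inhibition of 50% or more in the single-concentration screen; inactive = inhibition below 50%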;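 also: 0% = DMSO max control and 100% = H-89 dihydrochloride min control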
Rev-RRE block: HIV-1 Rev-RRE binding inhibitors, primary screen, biochemical, FRET, protein-RNA interaction. 97,000 tested, 0.79% active. inhibition, % at 8 µM. Rev peptide-RRE RNA binding. P05866;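 active = inhibition above the screen-wide mean plus 3 SD, cut at about 35% in these data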;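 also: 0% = median DMSO wells and 100% = median Neomycin B control wells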
Target sequence (P05866 whole entry, looked up): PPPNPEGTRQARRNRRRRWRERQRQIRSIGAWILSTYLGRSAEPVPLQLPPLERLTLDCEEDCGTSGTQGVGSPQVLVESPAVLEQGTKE
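System: Cy5-labelled duplex RRE RNA binding fluorescein-labelled HIV Rev peptide; Signal: fluorescein-to-Cy5 FRET, 480 nm excitation; Also added: labelled Rev peptide; Compound: one concentration, 8 µM nominal; Buffer or medium: HEPES pH 7.5 salt buffer with EDTA; Read-out: % inhibition of FRET ratio versus controls; Schedule: 5 min preincubation and 15 min binding, 25 °C.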
Numbers without * were called inactive. Hits appear at their usual frequency; 20% or so of the library scored in one or more.

Cc1nn(C(=O)N2CCCCC2)c(C)c1CN1C(=O)c2ccccc2C1=O was read as LYP act 5, CYP2C9 inh 61*, EphB4 ephrin blk 1, PLK1 PBD inh -10, PTPN22 inh 2 -1, CYP2C9 activ 0.4, Calb biofilm kill 2, PLK1 kinase inh -2 and Rev-RRE block -1.
For C=CCNC(=O)COc1ccc(S(=O)(=O)NC2CCCCC2)cc1 the results were LYP act -6, CYP2C9 inh 48, EphB4 ephrin blk -5, PLK1 PBD inh -14, PTPN22 inh 2 1, CYP2C9 activ 0.5, Calb biofilm kill 5, PLK1 kinase inh -1 and Rev-RRE block 1.
Screening O=C(NCc1ccc2c(c1)OCO2)C1CCN(c2ncccn2)CC1 returned LYP act -2, CYP2C9 inh 41, EphB4 ephrin blk 5, PLK1 PBD inh 5, PTPN22 inh 2 1, CYP2C9 activ 0.6, Calb biofilm kill 5, PLK1 kinase inh -11 and Rev-RRE block 5.
`Cc1ccc(C2CN(C)C3(C(=O)Nc4ccccc43)C23COc2ccccc2C3=O)cc1` (stereo not drawn) gave LYP act -2, CYP2C9 inh 45, EphB4 ephrin blk 2, PLK1 PBD inh 2, PTPN22 inh 2 6, CYP2C9 activ 0.6, PLK1 kinase inh 9 and Rev-RRE block 7.
O=C(OCCCCN1C(=O)c2ccccc2C1=O)c1ccc(Br)o1 was read as LYP act 6, CYP2C9 inh 55*, EphB4 ephrin blk -2, PLK1 PBD inh 11, PTPN22 inh 2 -8, CYP2C9 activ 0.4, Calb biofilm kill 3, PLK1 kinase inh -14 and Rev-RRE block 10.
For Cc1noc(C)c1CSc1ccc2ccccc2n1 the results were LYP act 4, EphB4 ephrin blk -3, PLK1 PBD inh 16, PTPN22 inh 2 0, Calb biofilm kill 3, PLK1 kinase inh -12 and Rev-RRE block 3.
Screening O=C(c1ccc(F)cc1)N1CCN(c2ccc([N+](=O)[O-])c(N3CCCCC3)c2)CC1 returned LYP act -3, CYP2C9 inh 62*, EphB4 ephrin blk 2, PLK1 PBD inh 11, PTPN22 inh 2 7, CYP2C9 activ 0.4, PLK1 kinase inh -15 and Rev-RRE block 2.
For Cc1nn(C)c(C(=O)Nc2ccc(Cn3cccn3)cc2)c1[N+](=O)[O-] the results were LYP act 3, CYP2C9 inh 40, EphB4 ephrin blk 10, PLK1 PBD inh -4, PTPN22 inh 2 0, CYP2C9 activ 0.6, PLK1 kinase inh 1 and Rev-RRE block 0.
Screening Cc1ccc(-c2noc(-c3ccccc3C(=O)N3CCCC3)n2)cc1 returned LYP act 2, CYP2C9 inh 33, EphB4 ephrin blk 1, PLK1 PBD inh -1, PTPN22 inh 2 -5, CYP2C9 activ 0.7, Calb biofilm kill 1, PLK1 kinase inh -6 and Rev-RRE block 4.
CCN1C(=O)NC(c2cccnc2)C(C(=O)OC)=C1C (stereo not drawn) was read as LYP act -5, CYP2C9 inh 1, EphB4 ephrin blk 1, PLK1 PBD inh -10, PTPN22 inh 2 2, CYP2C9 activ 1, Calb biofilm kill 11, PLK1 kinase inh 0 and Rev-RRE block 8.
CCOC(=O)C1CCN(S(=O)(=O)c2ccc(Cl)cc2OC)CC1 was read as LYP act -5, CYP2C9 inh -43, EphB4 ephrin blk 0, PLK1 PBD inh -19, PTPN22 inh 2 7, CYP2C9 activ 1.4, Calb biofilm kill 4, PLK1 kinase inh -1 and Rev-RRE block 5.
Screening CCOC(=O)/C(C#N)=C1/C=CNC(=O)N1 returned LYP act -4, CYP2C9 inh 8, EphB4 ephrin blk -6, PLK1 PBD inh 6, PTPN22 inh 2 2, CYP2C9 activ 0.9, Calb biofilm kill 5, PLK1 kinase inh 14 and Rev-RRE block 3.
Cc1cc(C(=O)OCC(=O)N(C)C2CCS(=O)(=O)C2)c(C)n1-c1ccccc1 (stereo not drawn) was read as LYP act 5, CYP2C9 inh 7, EphB4 ephrin blk 4, PLK1 PBD inh -30, PTPN22 inh 2 -4, CYP2C9 activ 0.9, Calb biofilm kill 10, PLK1 kinase inh 6 and Rev-RRE block -2.
`Cc1ccc2[nH]c3c(c2c1)CN(C(=O)CN(C)CC1OCCO1)CC3` gave LYP act 12, CYP2C9 inh -1, EphB4 ephrin blk 2, PLK1 PBD inh -9, PTPN22 inh 2 -9, CYP2C9 activ 1, Calb biofilm kill 6, PLK1 kinase inh -11 and Rev-RRE block 15.
Cc1ccc(NC(=O)CCN2CCc3ccccc3C2)cc1 was read as LYP act -3, CYP2C9 inh 11, EphB4 ephrin blk -3, PLK1 PBD inh 19, PTPN22 inh 2 2, CYP2C9 activ 0.9, Calb biofilm kill -4, PLK1 kinase inh -9 and Rev-RRE block 8.
Screening CCOC(=O)n1ccc(C(=O)Nc2ccccc2F)n1 returned LYP act 2, CYP2C9 inh 19, EphB4 ephrin blk -4, PLK1 PBD inh -33, PTPN22 inh 2 -5, CYP2C9 activ 0.8, Calb biofilm kill 8, PLK1 kinase inh -10 and Rev-RRE block 4.
For Cc1ccc(-c2nn[nH]n2)o1 the results were LYP act -3, CYP2C9 inh 0, EphB4 ephrin blk 2, PLK1 PBD inh 0, PTPN22 inh 2 2, CYP2C9 activ 1, Calb biofilm kill -3, PLK1 kinase inh 2 and Rev-RRE block 10.
For O=C(NCCc1ccc(F)cc1)N1CCOCC1 the results were LYP act -1, CYP2C9 inh -10, EphB4 ephrin blk 4, PLK1 PBD inh -40, PTPN22 inh 2 1, CYP2C9 activ 1.1, Calb biofilm kill 3, PLK1 kinase inh -7 and Rev-RRE block 3.
`O=C(Nc1nc(C2C3CC4CC(C3)CC2C4)cs1)c1cc2cc([N+](=O)[O-])ccc2oc1=O` (stereo not drawn) gave LYP act 7, CYP2C9 inh -8, EphB4 ephrin blk 0, PLK1 PBD inh -30, PTPN22 inh 2 -10, CYP2C9 activ 1.1, PLK1 kinase inh -14 and Rev-RRE block 2.
Screening Cc1cc(C)c(NC(=O)CSc2nc3c(c(=O)n2C)SC(C)C3)c(C)c1 (stereo not drawn) returned LYP act 0, CYP2C9 inh 82*, EphB4 ephrin blk -2, PLK1 PBD inh 0, PTPN22 inh 2 -1, CYP2C9 activ 0.2, Calb biofilm kill 6, PLK1 kinase inh -13 and Rev-RRE block 1.
For CCOc1cccc(N2C(=O)CC(N3CCN(c4ccc(S(=O)(=O)CC)cc4)CC3)C2=O)c1 (stereo not drawn) the results were LYP act 6, CYP2C9 inh 32, EphB4 ephrin blk -5, PLK1 PBD inh -22, PTPN22 inh 2 -4, CYP2C9 activ 0.7, Calb biofilm kill 11, PLK1 kinase inh -3 and Rev-RRE block 9.
For CSc1cccc(NC(=O)/C=C/c2ccc(Cl)cc2)c1 the results were LYP act 1, CYP2C9 inh -91, EphB4 ephrin blk -5, PLK1 PBD inh 11, PTPN22 inh 2 -1, CYP2C9 activ 1.9, PLK1 kinase inh -10 and Rev-RRE block 6.
`CCS(=O)(=O)n1nc(-c2ccccc2)nc1N` gave LYP act 7, EphB4 ephrin blk -4, PLK1 PBD inh 16, PTPN22 inh 2 -3, Calb biofilm kill 5, PLK1 kinase inh -2 and Rev-RRE block -3.
Screening COc1ccc(-c2cc3ccccc3n2CC(O)CNC(CO)(CO)CO)cc1 (stereo not drawn) returned LYP act -11, CYP2C9 inh 30, EphB4 ephrin blk -2, PLK1 PBD inh 14, PTPN22 inh 2 10, CYP2C9 activ 0.7, Calb biofilm kill 7, PLK1 kinase inh -10 and Rev-RRE block -6.
Screening C=CCOC(=O)C1=C(C)NC(=O)NC1C1CC=CCC1 (stereo not drawn) returned LYP act 1, CYP2C9 inh 49, EphB4 ephrin blk 4, PLK1 PBD inh 5, PTPN22 inh 2 2, CYP2C9 activ 0.5, Calb biofilm kill 7, PLK1 kinase inh 2 and Rev-RRE block -1.
Cc1ccc(Nc2nc(-c3ccc(S(=O)(=O)N4CCOCC4)cc3)cs2)cc1 was read as LYP act -3, EphB4 ephrin blk -3, PLK1 PBD inh -12, PTPN22 inh 2 5, PLK1 kinase inh -11 and Rev-RRE block 0.
For CC(C)(C)C1CCc2c(sc(NC(=O)C3CCCO3)c2C(N)=O)C1 (stereo not drawn) the results were LYP act 3, CYP2C9 inh 10, EphB4 ephrin blk 7, PLK1 PBD inh -10, PTPN22 inh 2 -1, CYP2C9 activ 0.9, PLK1 kinase inh -8 and Rev-RRE block 4.
`O=C(NCc1ccccc1Cl)C1CCN(S(=O)(=O)N2CCCCC2)CC1` gave LYP act -2, CYP2C9 inh -14, EphB4 ephrin blk 6, PLK1 PBD inh -8, PTPN22 inh 2 -2, CYP2C9 activ 1.1, Calb biofilm kill 4, PLK1 kinase inh 0 and Rev-RRE block 6.
For CC1(C)C2CCC1(C)C(NC1=NCCC1)C2 (stereo not drawn) the results were LYP act 1, CYP2C9 inh -21, EphB4 ephrin blk -4, PLK1 PBD inh -28, PTPN22 inh 2 -4, CYP2C9 activ 1.2, Calb biofilm kill 10, PLK1 kinase inh -8 and Rev-RRE block -3.
For CSc1ccc(-c2nc3cnccn3c2Nc2ccc3c(c2)OCO3)cc1 the results were LYP act -3, CYP2C9 inh 88*, EphB4 ephrin blk 0, PLK1 PBD inh -5, PTPN22 inh 2 2, CYP2C9 activ 0.1, PLK1 kinase inh 25 and Rev-RRE block 3.
`O=S(=O)(NCCn1ccc2ccccc21)c1ccccc1` gave LYP act -6, CYP2C9 inh 70*, EphB4 ephrin blk 1, PLK1 PBD inh -15, PTPN22 inh 2 3, CYP2C9 activ 0.3, Calb biofilm kill 6, PLK1 kinase inh -12 and Rev-RRE block 4.
Screening COc1ccc(OCCCC(=O)Nc2ccc3c(c2)OCCO3)cc1 returned LYP act 4, CYP2C9 inh 86*, EphB4 ephrin blk 5, PLK1 PBD inh 21, PTPN22 inh 2 -5, CYP2C9 activ 0.1, Calb biofilm kill 10, PLK1 kinase inh -14 and Rev-RRE block 0.
Cc1cc(C)nc(SCC(=O)Nc2ccc(S(=O)(=O)NC(C)(C)C)cc2)n1 was read as LYP act -1, CYP2C9 inh 58*, EphB4 ephrin blk 4, PLK1 PBD inh 2, PTPN22 inh 2 3, CYP2C9 activ 0.4, Calb biofilm kill 7, PLK1 kinase inh -6 and Rev-RRE block 5.
Screening Cc1cc(C)c(C#N)c(SCCS(=O)(=O)Cc2ccc(Cl)cc2)n1 returned LYP act -7, CYP2C9 inh 8, EphB4 ephrin blk 5, PLK1 PBD inh 39, PTPN22 inh 2 9, CYP2C9 activ 0.9, Calb biofilm kill -2, PLK1 kinase inh -9 and Rev-RRE block 0.
COc1cc(C(=O)O)ccc1OCc1c(C)noc1C was read as LYP act -3, CYP2C9 inh -7, EphB4 ephrin blk 2, PLK1 PBD inh -29, PTPN22 inh 2 1, CYP2C9 activ 1.1, PLK1 kinase inh -15 and Rev-RRE block 6.
O=C(COC(=O)c1ccccc1S(=O)(=O)N1CCCCC1)NCC(F)(F)F was read as LYP act -1, CYP2C9 inh 70*, EphB4 ephrin blk 4, PLK1 PBD inh 2, PTPN22 inh 2 -2, CYP2C9 activ 0.3, Calb biofilm kill 6, PLK1 kinase inh -2 and Rev-RRE block 4.
